From PubChem
B2AR arrestin = beta2AR (human) beta-arrestin recruitment activity | beta-arrestin recruitment to beta2AR, cell-based reporter | Potency, µM (highest dose often 46.1 µM), inactives show at the top dose activation, hits mostly activators | 0.02% of 330,000 active | AID 492947;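 further: potency means the concentration at half of the fitted maximal effect; 0% = DMSO controls and full agonism = EC100 isoproterenol or metaproterenol; nearly all actives have a fitted effect of over 65% in size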
Target sequence (P07550 whole entry, looked up): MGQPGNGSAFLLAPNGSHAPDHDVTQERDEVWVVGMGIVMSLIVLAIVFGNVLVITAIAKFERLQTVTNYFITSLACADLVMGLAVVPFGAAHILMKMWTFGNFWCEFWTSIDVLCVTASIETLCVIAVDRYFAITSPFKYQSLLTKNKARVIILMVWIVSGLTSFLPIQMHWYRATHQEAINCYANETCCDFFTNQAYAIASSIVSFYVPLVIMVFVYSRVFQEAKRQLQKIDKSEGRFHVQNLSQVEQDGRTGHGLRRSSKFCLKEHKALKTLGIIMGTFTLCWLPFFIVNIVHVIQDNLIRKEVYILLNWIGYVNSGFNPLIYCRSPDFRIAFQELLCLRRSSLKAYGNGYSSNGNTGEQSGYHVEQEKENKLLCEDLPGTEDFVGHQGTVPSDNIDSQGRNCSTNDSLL
TCR activator = activates T cell receptor signaling; 330,000 tested, under 10 active; primary human leukocytes, anti-CD3, IL-2 HTRF, 48 h; Potency, µM (series often up to 9.22 µM), without a hit: at the highest dose activation of IL-2 secretion, hits mostly activators; further: % of control where 0% means no effect
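Primary human leukocytes receive a-CD3 beads and test compound and are incubated 48 hr. Secreted IL-2 is then assayed by HTRF, measuring 665nm acceptor emission after 320nm excitation of the europium donor.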
MLL CXXC-DNA inh = blocks binding of human MLL CXXC domain to DNA; Q03164; MLL-CXXC / FITC-HOXA9 DNA fluorescence polarization; Potency, µM (top dose mostly 115 µM), inactives show at the top dose activity change, negative = inhibition, usual class: inhibitors; 0.037% of 290,000 active; AID 2662; active means well fitted inhibition curve with a large enough effect in the polarisation, with a control signal flat, not every such curve was filed as active; inconclusive means small, poorly fitted or top-dose-only effect, or effect the other way, or a change in a side signal; inactive means no such curve, though single readings can be large or run the other way; the % refers to the polarisation; further: potency means the concentration at half of the fitted maximal effect
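Steps: dispense CXXC domain solution (7 uM) → pin compounds or unlabeled HOX-A9 DNA control → 5 min ambient → add FLSN-HOX-A9 solution (50 nM) → spin → 30 min ambient → fluorescence polarization. Tris pH 7.5/NaCl/DTT/BSA buffer.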
TSG101-PTAP inh = blocks PTAP/TSG101 interaction to inhibit HIV-1 budding; Q99816; Fluorescence polarization, FITC-PTAP peptide / Tsg101 binding; Potency, µM (highest dose often 115 µM), without a hit: top-dose activity change, negative = inhibition, actives largely listed as inhibitors; 340,000 tested, under 10 active; active means well fitted inhibition curve with a large enough effect in the main read-out, with a control signal flat, not every such curve was filed as active; inconclusive means small, poorly fitted or top-dose-only effect, or effect the other way, or a change in a side signal; inactive means no such curve, though single readings can be large or run the other way; further: potency means the concentration at half of the fitted maximal effect; % of control where 0% means no effect
Target sequence (Q99816 whole entry, looked up): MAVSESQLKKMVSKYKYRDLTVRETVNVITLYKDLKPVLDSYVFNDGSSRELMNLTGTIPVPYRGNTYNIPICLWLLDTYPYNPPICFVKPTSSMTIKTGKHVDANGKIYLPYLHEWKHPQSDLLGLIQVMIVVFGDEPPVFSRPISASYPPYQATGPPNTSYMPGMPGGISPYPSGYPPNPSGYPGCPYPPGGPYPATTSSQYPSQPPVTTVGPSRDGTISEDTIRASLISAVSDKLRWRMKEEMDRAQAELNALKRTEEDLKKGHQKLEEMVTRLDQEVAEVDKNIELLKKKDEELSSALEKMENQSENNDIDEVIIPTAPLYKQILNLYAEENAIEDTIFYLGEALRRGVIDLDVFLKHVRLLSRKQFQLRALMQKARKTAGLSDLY
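Compounds were pin-transferred onto Tsg101 binding domain (10 uM final) in HEPES pH 7.5 buffer, then FITC-PTAP peptide was added at 50 nM final. After 20 min at RT, polarization reported peptide displacement across a qHTS concentration series.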
A-T KAP1 phos = candidate therapy for ataxia-telangiectasia. AID 485349. […] A-T fibroblasts, KAP-1 phosphorylation AlphaLISA; neocarzinostatin DNA damage 30 min before lysis. 0.19% of 320,000 active. Potency, µM (titrated, usually from 57.5 µM), for the others: at the highest dose activation, actives largely listed as activators; further: potency means the concentration at half of the fitted maximal effect; % of control where 0% means no effect; nearly all actives have a fitted effect of over 45% in size
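hTERT-immortalized A-T patient fibroblasts ([…]), 500 cells/well in OPTI-MEM, 1% FBS, got compounds for 60 min, then NCS for 30 min at 37C. Lysates were then assayed for phospho-KAP-1 by AlphaLISA (anti-pKAP1 donor, anti-KAP1 acceptor beads), 6 hr at 25C.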
TRPV1 agonist = agonists of human vanilloid receptor 1 (TRPV1). AID 540275. TRPV1-expressing cells, Fluo-8 calcium influx, agonist mode. Q8NER1. activation, % at 8.33 µM. 0.19% of 320,000 active; in the data active means activation above about 80%; inconclusive means between about 30% and that limit; further: 0% is about no effect
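Cells expressing TRPV1 were dye-loaded with Fluo-8 and read kinetically: 10 s baseline, 3 min after compound (agonist portion), then 2 min after EC20 capsaicin (allosteric enhancer portion). Calcium-bound dye fluorescence at 480/520 nm.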
p53 reactivator = restores transcriptional activity of mutant p53; Potency, µM (titrated, usually from 92.2 µM), for inactives: at the top dose activity change, positive = activation, most hits filed as activators; 0.063% of 320,000 active; AID 504706; H1299 p53-A138V BP100-luciferase reporter, luminescence, 24 h; further: potency means the concentration at half of the fitted maximal effect; % of control where 0% means no effect; nearly all actives have a fitted effect of over 45% in size
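p53-null H1299 cells stably carrying temperature-sensitive p53-A138V and a BP100-luciferase reporter were pinned with compounds (4-point, 1:5 series) and held 24 hrs at 37 deg C. Luminescence was read 10 min after detection reagent.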
a7 integrin act = activates integrin-mediated alleviation for muscular dystrophy. alpha7betagal myoblasts, beta-gal FDG fluorescence, 48 h. Potency, µM (titrated, usually from 38.3 µM), inactives show top-dose activation, hits mostly activators. 0.064% of 350,000 active. AID 624291;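 further: potency means the concentration at half of the fitted maximal effect; 100% = response of the positive control SU9516; nearly all actives have a fitted effect of over 60% in size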
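alpha7betagal+/- myoblasts (passage 13, 250/well) treated 48 h at 37C with compounds at 1:260 dilution of DMSO stock. Lysed, then beta-galactosidase activity read as FDG fluorescence (ex 480/em 540) after 30 min, with pre-read for autofluorescence.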
ELG1 DNA repair = ELG1-dependent DNA repair inhibition; 2.3% of 330,000 active; Potency, µM (series often up to 46.1 µM), without a hit: top-dose activity change, negative = inhibition, actives largely listed as inhibitors; AID 504467; HEK293T ELG1-luciferase reporter, luminescence, 16 h; DNA damage induced by 5-fluorouridine; further: potency means the concentration at half of the fitted maximal effect; on the % scale 0 is the no-effect control and ±100 the full control effect; nearly all actives have a fitted effect of over 55% in size
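5-Fluorouridine DNA damage + compound/DMSO, 2,000 cells/well, 16 h, 37 °C/5% CO2. ONE-Glo, 30 min RT, luminescence. Readout = decrease in reporter signal.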
BRCA1 expr act = activators of BRCA1 expression. MCF7-BRCA1-FFLuc reporter, luminescence, 48 h; response scale: scaled: vehicle 0%, 10 µM genistein 100%. Potency, µM (series often up to 46.1 µM), for the others: top-dose activation, hits mostly activators. 1.1% of 380,000 active; further: potency means the concentration at half of the fitted maximal effect; nearly all actives have a fitted effect of over 80% in size; some results filed as inactive show a strong effect at the top dose
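Compounds are tested at multiple concentrations on MCF7 BRCA1-luciferase reporter cells seeded at 2000 per well; after 48 h, a single luminescence end-point is taken and curves fitted to the normalized data.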
* marks the source's active call; other numbers are inactive results; ? = inconclusive; · = no result given; [ ] = remark or other dose. Unless noted, the call rests on the fitted dose curve; in most records, active means well fitted curve in the direction sought with a large enough effect; inconclusive means small, poorly fitted or top-dose-only effect, or another doubt; inactive means no such curve, though single readings can be large; an effect the other way counts as inactive or inconclusive.

SMILES | B2AR arrestin | TCR activator | MLL CXXC-DNA inh | TSG101-PTAP inh | A-T KAP1 phos | TRPV1 agonist | p53 reactivator | a7 integrin act | ELG1 DNA repair | BRCA1 expr act
CCN(Cc1ccccc1)S(=O)(=O)c1cc(C(=O)NCC2CCCCC2)ccc1OC | -0.1% | 0%[46.1 µM] | 5% | -5% | -3% | 5 | 3% | 22% | 23µM* | -73%
Cc1cccc(CSCCNC(=O)c2ccc(N(C)S(=O)(=O)c3ccccc3)cc2)c1 | 0.4% | 0% | -6% | -3% | -2% | 9 | -10% | -37% | -17% | -25%
COC(=O)c1ccc(C(C(=O)NCc2ccccc2)N(Cc2ccco2)C(=O)c2cnccn2)cc1 (centres undefined) | -0.3% | · | -12% | -7% | 1% | 3 | 13% | -6% | ? | 8%
O=c1c(C/C=C/c2ccccc2)c(O)nc2n1CCCS2 | 0.2% | -3% | 4% | 5% | -2% | -1 | 2% | ? | -9% | -8%
COc1ccccc1NC(=O)CSc1ccc2nnc(CCNC(=O)c3ccccc3)n2n1 | -0.4% | -4% | -2% | -1% | 2% | 0 | -22% | ? | -1% | 5%
Cn1c(=O)c(=O)n(C)c2cc(N3CCCC3)c(NS(=O)(=O)c3ccc(Cl)cc3)cc21 | 0.3% | 12% | 37%[activator] | -3% | -7% | -4 | -9% | -14% | 5% | -21%
CCN(C(=O)COC(=O)Cc1c[nH]c2ccccc12)C1CCS(=O)(=O)C1 (centres undefined) | -0.3% | -5% | 18% | 0% | -4% | -1 | 13% | 0% | 11% | -5%
O=C(NCc1nc2ccccc2[nH]1)c1ccco1 | -0.1% | -2% | 5% | 0% | -3% | -2 | 22% | -1% | 0% | 13%
Cc1ccc(C(C(=O)NC2CCCC2)N(Cc2ccc(F)cc2)C(=O)c2csnn2)o1 (centres undefined) | -0.2% | -4% | 0% | -9% | 3% | 10 | 3% | -24% | -15% | -12%
CCOC(=O)c1c(C)nc2c(c1C)/C(=N/O)CC(C)(C)C2 | 0.1% | 2% | 15% | -6% | -12% | 17 | -2% | -12% | 18µM* | -39%
CCC(CC)C(=O)OCC(=O)Nc1cc(OC)c([N+](=O)[O-])cc1C | -4.2% | 3%[46.1 µM] | -2% | -3% | -3% | 6 | 4% | 10% | ? | -33%
Cc1cccc(CC(=O)NCCN2CCOCC2)c1 | -0.6% | 3% | 3% | -2% | 5% | -1 | · | ? | 4% | 4%
Cc1cc(C(=O)COC(=O)c2ccc3c(c2)NC(=O)CS3)c(C)n1CCc1ccc(Cl)cc1 | -0.4% | -42% | -15% | -1% | 6% | 3 | 18% | 20% | ? | 13%
CC(NC(=O)c1cc2ccccc2o1)c1cccs1 (centres undefined) | 0.2% | 0% | -10% | -12% | · | ? | 5% | 6% | -4% | 17%
O=[N+]([O-])c1cccc(CN2CCN(c3cccc4[nH]ccc34)CC2)c1 | 0.3% | -3% | 17% | -1% | 0% | -1 | 8% | -6% | -9% | 0%
CC1CC(C)CN(CCC(=O)Nc2ccc(Br)cc2)C1 (centres undefined) | 0.0% | -12% | 2% | -7% | -5% | -1 | · | -45% | -1% | -12%
O=C(Cc1ccccc1)NC1(O)C(=O)c2ccccc2C1=O | -0.6% | -9% | -7% | -7% | 12% | -3 | 11% | -5% | -9% | 5%
COc1cc2c(cc1OC)C(C(=O)NC(C)c1ccccc1)CC(=O)N2 (centres undefined) | -0.2% | -3% | 0% | 1% | 4% | -1 | -6% | ? | -5% | -18%
NS(=O)(=O)c1cccc(NC(=O)c2cccc3c(Br)cccc23)c1 | 0.2% | 3% | -4% | 0% | -3% | 21 | 10% | 7% | -1% | -24%
COc1ccc(C(=O)N2CCC(=O)N(C(CO)Cc3ccccc3)CC2)cc1 (centres undefined) | -0.6% | 1% | 11% | 0% | 4% | -4 | 1% | -6% | 21% | 1%
O=C(Nc1ccccc1)OCCNC(=O)c1cccc(Br)c1 | -0.3% | 1% | -2% | 5% | 0% | 18 | -7% | -23% | -4% | -18%
O=c1c2ccccc2nc2sc3ccccc3n12 | -0.1% | -5%[46.1 µM] | -1% | -3% | -3% | 0 | ? | -18% | ? | ?
CCOC(=O)c1c(NC(=O)c2cccs2)sc2c1CCC2 | -0.3% | -2% | -4% | 1% | -19% | · | 1% | 15% | 15% | -1%
COc1ccc(-n2cnnc2SCC(=O)NC2CCCc3ccccc32)cc1 (centres undefined) | -0.4% | -5%[46.1 µM] | 1% | -1% | -3% | 2 | -10% | 12% | -9% | -2%
CCOc1ccccc1C(=O)Nc1nnc(C(C)C)s1 | 0.0% | 5% | -1% | -5% | 10% | 29 | 17% | 0% | ? | -15%
CC(C)(C)C1CCC(C(=O)Nc2ccc(N3CCOCC3)cc2N2CCOCC2)CC1 (centres undefined) | -0.3% | 0% | · | -7% | -6% | ? | 1% | -12% | 15µM* | -12%
COc1ccc2oc(C(=O)OCC(=O)NCCc3ccccc3)c(C)c2c1 | -0.7% | 8% | · | 1% | 6% | 3 | 4% | -3% | -2% | -3%
Fc1cccc(Cl)c1Cn1ncc2ccccc21 | -0.8% | -1% | 5% | -5% | 1% | 3 | 8% | -9% | ? | 79%
CCCc1nnc(NC(=O)CN2CCOCC2)s1 | -0.1% | 5% | 1% | 0% | -2% | -1 | -3% | 3% | -4% | 4%
Nc1ncnc(Oc2cccc(C(F)(F)F)c2)c1[N+](=O)[O-] | -0.2% | -2% | 3% | -1% | -6% | 1 | 8% | -39% | -7% | -11%

Two of the compounds above, tab-delimited.
Structure	B2AR arrestin	TCR activator	MLL CXXC-DNA inh	TSG101-PTAP inh	A-T KAP1 phos	TRPV1 agonist	p53 reactivator	a7 integrin act	ELG1 DNA repair	BRCA1 expr act
CCCc1nnc(NC(=O)CN2CCOCC2)s1	-0.1%	5%	1%	0%	-2%	-1	-3%	3%	-4%	4%
Nc1ncnc(Oc2cccc(C(F)(F)F)c2)c1[N+](=O)[O-]	-0.2%	-2%	3%	-1%	-6%	1	8%	-39%	-7%	-11%

(listing goes on)
SMILES | B2AR arrestin | TCR activator | MLL CXXC-DNA inh | TSG101-PTAP inh | A-T KAP1 phos | TRPV1 agonist | p53 reactivator | a7 integrin act | ELG1 DNA repair | BRCA1 expr act
CSc1nc(N)nc(SCCS(=O)(=O)c2ccc(Cl)cc2)c1C#N | 0.0% | 0%[46.1 µM] | 2% | -3% | 6% | 5 | 1% | -59%[inhibitor] | -3% | -22%
O=S1(=O)N=C(c2ccccc2)c2ccccc21 | · | -9% | · | -3% | · | · | · | 9% | · | 7%
Fc1cccc(CCN2CCNC[C@@H]2CC2CCCCC2)c1 | -0.1% | -11% | · | 1% | -4% | -8 | -6% | -29% | -1% | 0%
CCCCOc1ccc(C(=S)N2CCC(C(N)=O)CC2)cc1 | 0.1% | 8% | 6% | -1% | 7% | 7 | -1% | ? | ? | 4µM*
Cc1ccc2c(c1)N(C(=O)CCC(=O)Nc1ccccc1Br)CC(C)O2 (centres undefined) | 0.2% | -2% | · | -2% | 0% | 4 | 4% | -3% | -27% | 2%
Cc1c(NC(=O)/C(=C\c2ccccc2)NC(=O)c2ccccc2)c(=O)n(-c2ccccc2)n1C | -0.4% | · | 2% | -10% | 0% | -3 | -4% | 7% | -5% | 16%
NC(=O)Nc1ccc(Oc2c(F)c(F)c(F)c(F)c2F)cc1 | 0.4% | -1% | 3% | 1% | 0% | 2 | -2% | -25% | ? | -31%
Cc1ccc(CN2CC(C(=O)N3CC=C(c4ccccc4)CC3)CC2=O)cc1 (centres undefined) | -0.1% | -1% | 7% | -2% | -2% | ? | -9% | 2% | 0% | -17%
CCc1ccccc1NC(=O)C1CCN(C(=O)N2CCOc3ccccc32)CC1 | -0.1% | -4% | · | -7% | -8% | 0 | · | -2% | -1% | -5%
CCCc1nc2n[nH]c(N)c2c2c1CCCC2 | -0.6% | -16% | -2% | -7% | 6% | -7 | -8% | 2% | -2% | 3%
Cc1ccc(CCNC(=O)C2CCCN(C(=O)c3cc4sccc4n3C)C2)cc1 (centres undefined) | -0.2% | -4% | -2% | -6% | -3% | 3 | 0% | 4% | ? | -41%
Clc1ccc(-c2nnc3n2CCCCC3)cc1 | -0.1% | 3% | -5% | -1% | · | 2 | -5% | 7% | 10% | 0%
CC(C)N1CCC(N2CCN(Cc3ccc4nonc4c3)CC2CCO)CC1 (centres undefined) | -0.9% | -5% | 1% | -2% | -11% | 4 | -2% | 0% | 3% | 0%
CCOC(=O)C[C@H]1c2ccccc2S(=O)(=O)N1Cc1cccc(C(F)(F)F)c1 | · | -4% | · | 3% | · | · | · | 0% | · | -9%
CCCCc1nnc2c(N(C)S(=O)(=O)c3ccc(C)cc3)nc3ccccc3n12 | 0.2% | 8% | -2% | -9% | 1% | -8 | 0% | 6% | 16% | -2%
CCN(CC)S(=O)(=O)c1ccc(C)c(NC(=O)CNCCN(C(C)C)C(C)C)c1 | -0.9% | 1% | 6% | 1% | 6% | -1 | -10% | -4% | -3% | 8%
